TDP1 block – qHTS Assay for Inhibitors of Tyrosyl-DNA Phosphodiesterase (TDP1). actives 0.28% (n = 350,000). recombinant TDP1, AlphaScreen DNA substrate cleavage. Potency, µM (titrated, usually from 130 µM), for the others: at the top dose activity change, negative = inhibition, most hits filed as inhibitors. AID 485290, 2010. Tyrosyl-DNA phosphodiesterase 1 (Homo sapiens), Q9NUW8; further: nearly all actives have a fitted effect of over 40% in size
Target sequence (Q9NUW8 whole entry, looked up): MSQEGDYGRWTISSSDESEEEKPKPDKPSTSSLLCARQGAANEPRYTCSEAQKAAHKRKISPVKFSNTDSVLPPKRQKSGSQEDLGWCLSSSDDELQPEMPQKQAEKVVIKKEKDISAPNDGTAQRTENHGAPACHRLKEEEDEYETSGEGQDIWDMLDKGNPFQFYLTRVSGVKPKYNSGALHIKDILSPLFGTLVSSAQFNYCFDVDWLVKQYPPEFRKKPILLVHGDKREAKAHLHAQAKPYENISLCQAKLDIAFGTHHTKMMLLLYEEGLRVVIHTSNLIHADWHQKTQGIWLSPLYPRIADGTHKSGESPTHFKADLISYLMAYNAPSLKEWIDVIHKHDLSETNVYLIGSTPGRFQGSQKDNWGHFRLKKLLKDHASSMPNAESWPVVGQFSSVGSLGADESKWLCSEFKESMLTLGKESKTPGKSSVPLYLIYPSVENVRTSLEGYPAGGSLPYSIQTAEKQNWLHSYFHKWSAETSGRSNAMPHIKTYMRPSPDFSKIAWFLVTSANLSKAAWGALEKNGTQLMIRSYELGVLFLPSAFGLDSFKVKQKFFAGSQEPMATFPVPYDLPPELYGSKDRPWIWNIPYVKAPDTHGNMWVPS
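Tdp1 1 nM final; 15 min RT w/ cpd; substrate 15 nM, 5 min; beads 10 ug/ml, 10 min; AlphaScreen read. Neg ctrl: no enzyme.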
GCN5L2 inh – qHTS Assay for Inhibitors of GCN5L2 | GCN5L2 HAT assay, ThioGlo1 CoA-SH fluorescence | Potency, µM (top dose mostly 58.9 µM), for the others: at the highest dose activity change, negative = inhibition, hits mostly inhibitors | actives 0.21% (n = 390,000)
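Fluorescence readout, Ex340nm/Em540nm: ThioGlo1 (50uM final) reacts with free CoA thiol released as 20nM GCN5L2 acetylates H3(1-25) peptide (75uM) using acetyl-CoA (70uM). Compound and enzyme sat 15 min beforehand; 20 min room-temperature reaction.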
DT40 TDP1 no CPT – qHTS for Inhibitors of human tyrosyl-DNA phosphodiesterase 1 (TDP1): qHTS in cells in absence of CPT. DT40 Tdp1-/- hTDP1 cells, no CPT, ATP luminescence, 48 h. Potency, µM (titrated, usually from 46.2 µM), for the others: at the highest dose activity change, negative = growth inhibition, most hits filed as inhibitors. actives 15% (n = 420,000). AID 686978, 2013; further: nearly all actives have a fitted effect of over 55% in size
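DT40 Tdp1-/-;hTDP1 cells, no CPT (DMSO vehicle only), 400 cells/well; compounds pin-transferred; ≥48 hr, 37 °C; CellTiter-Glo 30 min RT dark, luminescence read.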
* marks the source's active call; other numbers are inactive results; u = inconclusive; x = no result given; & = joins results of further samples; [ ] = remark or other dose. The call rests on the fitted dose curve; in most records, active means well fitted curve in the direction sought with a large enough effect; inconclusive means small, poorly fitted or top-dose-only effect, or another doubt; inactive means no such curve, though single readings can be large; an effect the other way counts as inactive or inconclusive. On the % scale 0 is the no-effect control and ±100 the full control effect; potency means the concentration at half of the fitted maximal effect. This is a subset; the hit share may differ from the screen's.

SMILES	TDP1 block	GCN5L2 inh	DT40 TDP1 no CPT
O=C(c1cc(-c2ccc(O)cc2)on1)N1CCN(c2ccccc2)CC1	6%&5%	-23%&-12%	u
Cc1c(Cl)cccc1NC(=S)NNc1ncc(C(F)(F)F)cc1Cl	8%	3%	u
O=C(CCC(=O)OC(C(=O)c1ccccc1)c1ccccc1)Nc1ccccc1 (stereo unspecified)	-2%	1%	-9%
O=C(Nc1ccccn1)c1cc2ccccc2cc1O	5%	-2%	u
CCOc1ccc(NS(=O)(=O)c2ccc(C(=O)NCC(c3ccco3)N(C)C)cc2)cc1 (stereo unspecified)	0%	0%	u
Cc1ccc(S(=O)(=O)c2cc3ccccc3oc2=Nc2ccc3c(c2)OCO3)cc1	6%	-11%	-5%
COc1cccc(CSc2nnc(-c3ccncc3)n2C)c1	x	0%	2%
Cc1ccc(F)c(CNC(=O)C2CCC(=O)N(Cc3ccccn3)C2)c1F (stereo unspecified)	3%	-3%	5%
Cc1cc(=O)oc2c(CN3CCN(C)CC3)c(O)c(Cl)cc12	1%	-29%	1%
CCN(CC)CCSc1nnc2c3cc(F)ccc3n(Cc3ccccc3)c2n1	x	5%	u
CC(NCCc1ccc(S(N)(=O)=O)cc1)C(=O)NCCc1ccc(F)cc1 (stereo unspecified)	x	18%	-6%
CCOC(=O)C1=C(c2ccccc2)Nc2ncnn2C1c1cc(OC)ccc1OC (stereo unspecified)	6%	-6%	-23%
O=C(CN1CCOCC1)Nc1ccc2c(c1)OC(F)(F)O2	4%	2%	-4%
CCCn1c(Cc2ccccc2)nnc1SCC(=O)N1CCOCC1	0%	-5%	8%
COc1cccc(N2CCN(C(=O)c3cc(-c4ccccc4)nc4c3cnn4C(C)C)CC2)c1	3%	-14%	u
OC1CCCN(c2c3c(nc4cc(-c5cccc(Cl)c5)nn24)CCC3)C1 (stereo unspecified)	-2%	-6%	u
CCn1cc(/C=N\NC(=O)c2ccc(F)cc2)cn1	4%	1%	-13%
CCOC(=O)N1CCN(C(=O)Cn2nc(C)n3nc(-c4ccccc4)cc3c2=O)CC1	1%	0%	u
Cc1ccc(NC(=O)[C@H](C)NC(=O)C2CCN(C(=O)[C@@H](NC(=O)OC(C)(C)C)C(C)C)CC2)cc1	x	-4%	-9%
Cc1ccc(-n2nc3c(N4CCC(C(=O)NCc5ccc(C)o5)CC4)nnc(C)c3c2C)cc1	-14%	-11%	u
CC(NC(=O)CCSc1nc(-c2ccco2)cc(C(F)(F)F)n1)c1ccccc1 (stereo unspecified)	-2%	-4%	u
CC(=O)Nc1ccc(-n2c(C)ccc2-c2ccccc2)cc1	x	-8%	u
Cc1ccc(NC(=O)OCc2cncs2)cc1	0%	-1%	-4%
CCOC(=O)Cc1csc(NC(=O)c2c(O)c3c(n(CC(C)C)c2=O)CCCC3)n1	-2%	2%	u
COC(=O)CCn1cnc2onc(-c3cc(F)cc(F)c3)c2c1=O	1%	2%	-28%
CNC(=S)NNC(=O)c1cccc(N(C)C)c1	0%	-9%	-21%
O=c1[nH]c(/C(Cl)=C/c2cccc(C(F)(F)F)c2)nc2cc(Cl)ccc12	5%	-2%	u
Cc1ccc(CN2CCN(CC(=O)N/N=C/c3c[nH]c4ccccc34)CC2)cc1	3%	-2%	-17%
COC(=O)c1cn(NC(=O)COc2ccc(Cl)cc2)c(=O)c2ccccc12	2%	-6%	-5%
Nc1nc(CSC(=S)N2CCN(c3ccccc3)CC2)nc(Nc2ccccc2)n1	3%	-10%	u
CCSc1ccccc1C(=O)Nc1ccc(-c2nc3ccccc3s2)c(O)c1	-3%	-28%	13µM*
O=Cc1ccccc1Oc1nc(N2CCOCC2)nc(N2CCOCC2)n1	5%	3%	u
CC(C)CN1CCN(Cc2ccc(C#CC(C)(C)O)cc2)CC1CCO (stereo unspecified)	-5%	-14%	0%
CC(=O)Nc1ccc(S(=O)(=O)Nc2cc(C)cn(Cc3ccccc3)c2=O)cc1	14%	-2%	7.3µM*
O=C(NC1CCCCCC1)C1CCCN1S(=O)(=O)c1cccc2cccnc12 (stereo unspecified)	3%	-8%	u
Cc1ccc(NC(=O)CCCCCC2NC(=O)NC2C)cc1 (stereo unspecified)	14%	-7%	6%
O=C(COc1ccc(Cl)cc1)OCCNC12CC3CC(CC(C3)C1)C2	6%	2%	-12%
Cc1cc(C)n(/N=C/c2ccccc2O)c(=O)c1	2%	0%	0%
CCCCC(=O)Nc1c2c(nn1-c1cccc(C)c1C)CS(=O)(=O)C2	x	1%	14%
O=C(Nc1ccc(NC(=O)c2ccc3c(c2)OCCO3)cc1)c1ccccc1	7%	-5%	-4%
Cc1nn(Cc2cccc(C(N)=O)c2)c(C)c1Br	3%	0%	-7%
CC(C)CC(=O)Nc1ccc(Cl)c(-c2nc3ccccc3[nH]2)c1	-1%	-3%	u
CC(C)N(C(=O)Cn1cc(S(=O)(=O)Cc2ccc(Cl)cc2)c2ccccc21)C(C)C	-5%	-3%	u
O=C(N/N=C/c1ccccc1OCc1ccccc1Cl)c1cccnc1	4%	-9%	23µM*
Cc1ccc(NC(=O)c2nc(S(C)(=O)=O)ncc2N(Cc2ccco2)Cc2ccccc2F)c(C)c1	6%	-3%	9.2µM*
Cc1ccnc(NC(=O)CCNS(=O)(=O)c2ccc(C)c(C)c2)c1	1%	-21%	1%
O=C(CCc1c[nH]c2ccccc12)Nc1ccc(S(=O)(=O)Nc2ncccn2)cc1	8%	-9%	-12%
C/C(=N\N=C(/N)SC1CC(=O)N(c2ccc(Cl)c(Cl)c2)C1=O)c1cccs1 (stereo unspecified)	6%	-10%	u
O=C(Nc1ccc2c(c1)OCO2)c1ccc2nc[nH]c2c1	0%	-6%	-1%
O=C(Nc1ccc(F)c(Cl)c1)c1cc(S(=O)(=O)NCc2ccc3c(c2)OCO3)ccc1F	0%	-3%	u
Cc1ccc(NC2CC(=O)N(c3ccc(N4CCCCC4)cc3)C2=O)cc1 (stereo unspecified)	12%	-7%	-20%
COc1ccc(OC)c(NC(=O)/C=C/c2ccc(S(=O)(=O)N3CCOCC3)cc2)c1	-7%	-17%	u
Cc1cccc(C)c1NC(=O)CNC(=O)c1ccc(N2CCCC2=O)cc1	1%	-16%	5%
COc1ccc(-c2noc(-c3ccc(N4CCCCC4)c([N+](=O)[O-])c3)n2)cc1	0%	0%	u
COC(=O)C1=C(CSc2nc3c(cc2C#N)CN(C)CC3)OC(N)=C(C#N)C1c1ccccc1F (stereo unspecified)	-2%	-9%	-23%
Cc1ccc(NC(=O)CSc2n[nH]c(-c3ccco3)n2)c(C)c1	2%	-2%	-12%
C[C@H]1COC(=O)[C@@H](Cc2ccc(F)cc2)C/C=C\C[C@@H](CC(=O)NCCO)C(=O)N1	0%	5%	-2%
O=C1CSC(c2cccnc2)N1Cc1ccc(Cl)cc1Cl (stereo unspecified)	-3%	0%	-29%
O=C(COC(=O)c1ccccn1)Nc1cccc(Cl)c1Cl	4%	-3%	-2%
CCCCNC(=O)[C@]1(C)CCC[C@@]2(C)C3CC[C@@]4(C)C[C@]3(CCC21)CC4=O (stereo partly specified)	0%	-3%	u

A portion of the results above, for reference:
SMILES	TDP1 block	GCN5L2 inh	DT40 TDP1 no CPT
Cc1ccnc(NC(=O)CCNS(=O)(=O)c2ccc(C)c(C)c2)c1	1%	-21%	1%
O=C(CCc1c[nH]c2ccccc12)Nc1ccc(S(=O)(=O)Nc2ncccn2)cc1	8%	-9%	-12%
C/C(=N\N=C(/N)SC1CC(=O)N(c2ccc(Cl)c(Cl)c2)C1=O)c1cccs1 (stereo unspecified)	6%	-10%	u
O=C(Nc1ccc2c(c1)OCO2)c1ccc2nc[nH]c2c1	0%	-6%	-1%
O=C(Nc1ccc(F)c(Cl)c1)c1cc(S(=O)(=O)NCc2ccc3c(c2)OCO3)ccc1F	0%	-3%	u
Cc1ccc(NC2CC(=O)N(c3ccc(N4CCCCC4)cc3)C2=O)cc1 (stereo unspecified)	12%	-7%	-20%
COc1ccc(OC)c(NC(=O)/C=C/c2ccc(S(=O)(=O)N3CCOCC3)cc2)c1	-7%	-17%	u
Cc1cccc(C)c1NC(=O)CNC(=O)c1ccc(N2CCCC2=O)cc1	1%	-16%	5%
COc1ccc(-c2noc(-c3ccc(N4CCCCC4)c([N+](=O)[O-])c3)n2)cc1	0%	0%	u
COC(=O)C1=C(CSc2nc3c(cc2C#N)CN(C)CC3)OC(N)=C(C#N)C1c1ccccc1F (stereo unspecified)	-2%	-9%	-23%
Cc1ccc(NC(=O)CSc2n[nH]c(-c3ccco3)n2)c(C)c1	2%	-2%	-12%
C[C@H]1COC(=O)[C@@H](Cc2ccc(F)cc2)C/C=C\C[C@@H](CC(=O)NCCO)C(=O)N1	0%	5%	-2%

Carrying on:
SMILES	TDP1 block	GCN5L2 inh	DT40 TDP1 no CPT
CCCNc1c(N)c(=O)oc2ccccc12	8%	-11%	-4%
CC(=O)c1c(C)[nH]c(C(=O)OCC(=O)N2CCc3ccccc32)c1C	3%	3%	-16%
O=C(/C=C/c1cccc(Cl)c1)Nn1c(-c2cccs2)nc2ccccc2c1=O	4%	-4%	-26%
N#Cc1ccc(NC(=S)NCCN2CCOCC2)cc1	-5%	15%	-9%
CC(C)(C)N(Cc1ccccc1)C(=O)COc1cccnc1[N+](=O)[O-]	x	-13%	u
COC(=O)C1CCN(S(=O)(=O)c2c(C)n(C)c(=O)n(C)c2=O)CC1	1%	-5%	4%
O=S(=O)(c1ccc(F)cc1)n1ccc(-c2cccc(OCc3c(F)cccc3Cl)c2)n1	-5%	-13%	u
CCOc1nc(CC)nc(NC(=O)NS(=O)(=O)c2ccccc2Cl)n1	-1%	-7%	-12%
COc1ccc(S(=O)(=O)N2CCCCC2)cc1C(=O)Nc1cccc(C(F)(F)F)c1	4%	-2%	-9%
O=C(c1ccc([N+](=O)[O-])s1)N1CCCc2ccccc21	x	-6%	u
N#Cc1cc2nc(O)c(O)nc2cc1[N+](=O)[O-]	7%[56.1 µM]	-7%&-5%&-19%	3%&3%
Cc1cc(C)cc(C(=O)Oc2cc(C)[nH]c(=O)c2[N+](=O)[O-])c1	5%	-5%	-19%
COc1ccc(N2CCN(C(=O)COC(=O)CCc3ccccc3)CC2)cc1	0%	-7%	-5%
CCC(=O)N1N=C(c2cccs2)CC1c1ccco1 (stereo unspecified)	-1%	-2%	u
O=C(CCNC(=O)c1ccc(Br)cc1)NNC(=O)C1COc2ccccc2O1 (stereo unspecified)	x	-8%	-12%
COc1ccc(-c2nc3ccc(C)cc3c(=O)o2)cc1OC	x	-15%	-2%
COCCOC(=O)c1c(-c2ccccc2)c(-c2ccccc2)nn(C)c1=O	-9%	-7%	21µM*
Cc1ccc(C(=O)NCC(=O)Nc2ccccc2C(F)(F)F)cc1	1%	2%	9%
O=C1Nc2ccccc2C1=Nc1cccc(Cl)c1	x	0%	-17%
Cc1sc2ncnc(NCCN3CCOCC3)c2c1C	0%	1%	18µM*
CC1(C)C2CCC1(C)C(OC(=O)C[n+]1ccccc1)C2 (stereo unspecified)	1%	0%	u
COC(=O)C1C/C(=N/NS(=O)(=O)c2ccc(C)cc2)CS1 (stereo unspecified)	1%	-23%	18%
CS(=O)(=O)N(CC(=O)N1CCOCC1)c1ccc2c3c(cccc13)CC2	-2%	0%	0%
COc1ccccc1CN(Cc1ccco1)c1cnc(S(C)(=O)=O)nc1C(=O)Nc1cc(C)ccc1C	6%	-14%	u
CC(Cc1ccccc1)C(=O)NCCO (stereo unspecified)	3%&0%	3%	-8%
Cc1cc2nc(N=C(N)N)nc(C)c2cc1C	4%	-2%	8.2µM*
CC(=O)Nc1ccc(NC(=O)CS(=O)(=O)Cc2ccccc2)cc1	2%	-10%	-4%
COc1ccc(C(=O)Nc2cc(Cl)ccc2Cl)c(OC)n1	-1%	2%	-20%
Cc1nn(Cc2c(Cl)cccc2Cl)c(C)c1NC(=O)c1cn(-c2ccccc2)nc1-c1ccccc1	-4%	24%	4.6µM*
CC(C)C(NC(=O)c1ccccc1F)C(=O)NCC(c1ccco1)N1CCCCC1 (stereo unspecified)	0%	0%	u
CCc1ccccc1N(CC(=O)NCc1ccco1)C(=O)c1snc(C(N)=O)c1N	-9%	-7%	18µM*
O=C(O)c1nn(CC(=O)N2CCC(Cc3ccccc3)CC2)c(=O)c2ccccc12	x	-2%	u
O=C(NCc1ccco1)c1ccc(CS(=O)(=O)c2cccc(C(F)(F)F)c2)o1	3%	-3%	-11%
CCOc1ccccc1N1Cc2ccccc2C1	12%	-1%	-22%
O=c1cc(O)c2sc(Nc3ccc(F)c(Cl)c3)nc2[nH]1	5%	u	3.7µM*
COc1cccc(NC(=O)c2ccccc2SC)c1	-4%	-8%	1%
CC(=O)N1C(=O)C2(C(C#N)=C(N)Oc3n[nH]c(-c4ccccn4)c32)c2ccccc21 (stereo unspecified)	8%	-9%	18µM*

Source: PubChem BioAssay
